# BRCA1 expr up: BRCA1 expression activation; MCF7-BRCA1-FFLuc reporter, luminescence, 48 h; response scale: scaled: vehicle 0%, 10 µM genistein 100%; AID 624202; hit rate 1.1% among 380,000; Potency, µM (series often up to 46.1 µM), for the others: top-dose activation, actives largely listed as activators; note: nearly all actives have a fitted effect of over 80% in size; some results filed as inactive show a strong effect at the top dose
#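 MCF7 cells carrying a BRCA1-firefly luciferase reporter (2000 cells/well, phenol-red free MEM) were attached for 2 h at 37 °C, then given compounds for 48 h. Luminescence was read 15 min after luciferase reagent; activity normalized to genistein (10 microM) and DMSO.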
# RORg inh: inhibitors of mouse ROR gamma transcriptional activity | Drosophila S2 Gal4-RORgamma UAS-luciferase reporter, 20 h | Potency, µM (series often up to 53.6 µM), for inactives: top-dose activity change, negative = inhibition, actives largely listed as inhibitors | hit rate 5.4% among 310,000 | AID 2551; note: % is set by controls: 0 for no effect and ±100 for the full control effect; nearly all actives have a fitted effect of over 60% in size
#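 In this cell-based reporter format, copper sulfate (700 uM final) drives Gal4–ROR gamma fusion expression from a metallothionein promoter in Drosophila Schneider cells; compounds preincubated 1 hr, reporter read after 20 hr at ambient temperature.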
# ELG1 genotoxic: inducers of genotoxicity in HEK293T ELG1-luciferase cells; HEK293T ELG1-luciferase reporter, luminescence, 16 h; Potency, µM (doses to about 46 µM), without a hit: at the top dose activity change, positive = activation, hits mostly activators; hit rate 1.3% among 330,000; AID 504466; note: % of control where 0% means no effect; nearly all actives have a fitted effect of over 60% in size
#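 16 hr compound incubation (37 °C, 5% CO2) of HEK293T cells carrying luciferase-tagged ELG1; luciferase then measured by ONE-Glo luminescence after 30 min at RT.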
# VP16 counter: inhibits Gal4-VP16 luciferase reporter, ROR gamma counter-screen; hit rate 3.5% among 310,000; Drosophila S2 Gal4-VP16 UAS-luciferase, luminescence, 20 h; Potency, µM (titrated, usually from 53.6 µM), without a hit: at the top dose activity, negative = inhibition, actives largely listed as inhibitors; AID 2546;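 note: Gal4-VP16 expression switched on by copper sulfate through the metallothionein promoter; % is set by controls: 0 for no effect and ±100 for the full control effect; nearly all actives have a fitted effect of over 50% in size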
# MBNL1-CUG inh: MBNL1-poly(CUG) RNA binding inhibition; Q9NR56; TR-FRET MBNL1-His/biotin-(CUG)12 binding, 665/545 ratio; Potency, µM (titrated, usually from 57.5 µM), inactives show at the highest dose activity change, negative = inhibition, actives largely listed as inhibitors; hit rate 0.036% among 280,000; AID 2675; active = well fitted inhibition curve with a large enough effect in the signal ratio, with a control signal flat, not every such curve was filed as active; inconclusive = small, poorly fitted or top-dose-only effect, or effect the other way, or a change in a side signal; inactive = no such curve, though single readings can be large or run the other way; the % refers to the signal ratio; note: % is set by controls: 0 for no effect and ±100 for the full control effect
# Target sequence (Q9NR56 whole entry, looked up): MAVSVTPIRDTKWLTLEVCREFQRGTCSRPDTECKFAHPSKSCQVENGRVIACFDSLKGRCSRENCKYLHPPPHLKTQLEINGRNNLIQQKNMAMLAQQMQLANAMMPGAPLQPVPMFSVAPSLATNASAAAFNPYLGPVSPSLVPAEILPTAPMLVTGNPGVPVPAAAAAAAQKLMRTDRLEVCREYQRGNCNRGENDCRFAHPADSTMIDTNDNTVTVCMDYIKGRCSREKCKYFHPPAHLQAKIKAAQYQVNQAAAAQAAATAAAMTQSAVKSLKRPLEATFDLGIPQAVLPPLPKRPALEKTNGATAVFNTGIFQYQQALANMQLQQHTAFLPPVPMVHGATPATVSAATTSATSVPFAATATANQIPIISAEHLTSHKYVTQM
#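 TR-FRET readout: Ex 340 nm, 665/545 nm emission ratio, normalized to buffer-only (basal) and MBNL1-(CUG)12 controls. Complex of MBNL1-His with Biotin-(CUG)12, compounds 92 nM–58 uM, incubated 60 min at room temperature.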
# Rab9 promoter act: activators of Rab9 promoter. Huh7 Rab9 promoter-luciferase reporter, luminescence, 24 h. hit rate 2.8% among 320,000. Potency, µM (doses to about 9.22 µM), for the others: top-dose activation, negative = inhibition, actives largely listed as activators; note: % of control where 0% means no effect; nearly all actives have a fitted effect of over 60% in size
#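 Luminescence from Amplite-detected luciferase (10 minutes, ambient) reports Rab9 promoter activation. Before that, stable Rab9-luciferase Huh7 cells (1500/well, reduced-serum OP-MEM I plus 10% FBS) were exposed to compound for 24 hours at 37C.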
# p53 reactivation: re-activators of mutant p53. H1299 p53-A138V BP100-luciferase reporter, luminescence, 24 h. Potency, µM (titrated, usually from 92.2 µM), for inactives: at the highest dose activity change, positive = activation, most hits filed as activators. hit rate 0.063% among 320,000; note: % of control where 0% means no effect; nearly all actives have a fitted effect of over 45% in size
#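 H1299 (p53-null), stable ts p53-A138V + BP100-Luc; 1000 cells/well, Opti-MEM/10% FBS; cpd 4 pt, 1:5; 24 h, 37 deg C, 5% CO2; detection reagent 10 min RT; luminescence.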
# uPA generation: cell surface uPA generation inhibition; cell surface uPA generation assay, qHTS; Potency, µM (series often up to 38.3 µM), inactives show top-dose activity change, negative = inhibition, most hits filed as inhibitors; hit rate 0.31% among 330,000; AID 540303; active = well fitted inhibition curve with a large enough effect; inconclusive = small, poorly fitted or top-dose-only effect; inactive = no such curve, though single readings can be large or run the other way; tested in mouse RAW 264.7 cells; note: % is set by controls: 0 for no effect and ±100 for the full control effect; nearly all actives have a fitted effect of over 55% in size
# NPC1 prom act: NPC1 promoter activation; Potency, µM (top dose mostly 9.22 µM), inactives show top-dose activation, usual class: activators; hit rate 2.4% among 320,000; Huh7 NPC1 promoter luciferase reporter, 24 h; AID 485313;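 note: % of control where 0% means no effect; nearly all actives have a fitted effect of over 60% in size; reporter is driven by a mutant NPC1 promoter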
#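 Huh7 reporter cells (NPC1 promoter driving luciferase) are dosed with compound for 24 h at 37 °C, 5% CO2; luciferase detection reagent is then added and luminescence measured after 10 min at ambient temperature.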
# FLuc counter: firefly luciferase modulation, counter-screen for miR-21 project | P08659 | purified FLuc, Km substrates, luminescence inhibition | Potency, µM (doses to about 57.5 µM), for inactives: at the highest dose activity change, negative = inhibition, actives largely listed as inhibitors | hit rate 6.9% among 360,000;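 note: plate controls were vehicle for no effect and reference inhibitor for full effect; nearly all actives have a fitted effect of over 55% in size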
# Target sequence (P08659 whole entry, looked up): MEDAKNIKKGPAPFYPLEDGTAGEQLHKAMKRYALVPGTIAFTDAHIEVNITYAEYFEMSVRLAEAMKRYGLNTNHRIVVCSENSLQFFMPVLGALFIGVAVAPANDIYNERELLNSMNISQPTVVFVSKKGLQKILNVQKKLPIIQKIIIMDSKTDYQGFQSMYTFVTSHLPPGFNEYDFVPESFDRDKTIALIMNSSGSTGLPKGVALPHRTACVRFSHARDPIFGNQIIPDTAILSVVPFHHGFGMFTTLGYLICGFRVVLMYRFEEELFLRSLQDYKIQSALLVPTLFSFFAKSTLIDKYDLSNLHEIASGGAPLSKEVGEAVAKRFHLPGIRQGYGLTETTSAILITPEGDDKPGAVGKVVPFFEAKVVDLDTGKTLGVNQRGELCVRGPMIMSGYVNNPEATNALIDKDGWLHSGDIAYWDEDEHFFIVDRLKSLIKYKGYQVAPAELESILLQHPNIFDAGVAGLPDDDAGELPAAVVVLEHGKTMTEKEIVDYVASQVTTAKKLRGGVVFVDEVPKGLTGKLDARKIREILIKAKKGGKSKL
#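 Biochemical qHTS of compounds, final roughly 60 µM downward over six points, against 10 nM purified firefly luciferase using Km concentrations of substrates (10 uM D-luciferin, 10 uM ATP) in Tris acetate pH 7.5 buffer; luminescence output.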
# An asterisk follows results filed as active; ? = inconclusive; / = not tested or not shown; [ ] = remark or other dose. Unless noted, calls come from the whole dose curve; as a rule, active = well fitted curve in the direction sought with a large enough effect; inconclusive = small, poorly fitted or top-dose-only effect, or another doubt; inactive = no such curve, though single readings can be large; an effect the other way counts as inactive or inconclusive. Potency is the fitted concentration of half-maximal effect.
canonical_smiles,p53 reactivation,VP16 counter,ELG1 genotoxic,MBNL1-CUG inh,RORg inh,uPA generation,BRCA1 expr up,Rab9 promoter act,NPC1 prom act,FLuc counter
Cc1cc(C(=O)OCC(=O)Nc2nnc(C(C)C)s2)c2ccccc2n1,-10%,1%,0%,/,-11%,5%,-17%,2%,-1%,3%
O=C(NCc1cccnc1)c1ccc2c(c1)OCO2,7%,-2%,-2%,-5%,7%,1%,-3%,-10%,9%,-3%
COC(=O)[C@H]1C[C@H]1[C@@H](NC(=O)c1ccc[nH]1)c1ccccc1,/,?,/,/,11%,20%,10%,/,/,/
COc1ccc(C(=O)Cc2ccc(OC)c(OC)c2)cc1,?,0%,?,40%[activator],1%,-5%,?,21%,?,?
CCOc1ccccc1N1CCN(C(=O)c2c(-c3ccccc3Cl)noc2C)CC1,-2%,-5%,-5%,-17%,17%,-5%,-36%,-3%,-3%,-2%
CCCc1cnc(N2CCN(S(=O)(=O)c3cccs3)CC2)nc1,1%,0%,1%,-3%,-2%,5%,-2%,0%,10%,-2%
CCCCC(=O)Nc1cc2nn(-c3ccc(OC)cc3)nc2cc1C,?,6%,?,9%,50%,3%,?,21%,?,?
CCOC(=O)CN1CC23C=CC(O2)C(C(=O)NCc2ccccc2OC)C3C1=O (stereo not given),-3%,3%,2%,?,-14%,14%,6%,3%,2%,-1%
CCN(CC)C(=O)CSc1ncccc1-c1nc2ccccc2[nH]1,0%,-4%,5%,-11%,11%,-3%,5%,1%,1%,24µM*
CCCCN(C(=O)CCC(=O)Nc1cc(C)on1)C(C(=O)NC(C)(C)CC)c1cccc(OC)c1OC (stereo not given),-1%,-7%,-4%,-10%,12%,-5%,-3%,1%,2%,1%
Cc1ccc(-n2c(=O)c3sccc3n(CC(=O)NC3CCCCC3)c2=O)cc1,-3%,-8%,-15%,1%,7%,-3%,-1%,-1%,-4%,3%
CCN(CC)C(=O)c1[nH]cnc1C(=O)NC1CCN(C(=O)OC(C)(C)C)CC1,4%,/,3%,/,/,27%,0%,-10%,-3%,0%
COc1cc(C(=O)CSc2nncn2C)cc(OC)c1OC,2%,-20%,7%,-3%,19%,-2%,5%,-4%,-3%,0%
COc1ccc(S(=O)(=O)Nc2ccc(S(=O)(=O)N3CCOCC3)cc2)cc1,-21%,8%,-1%,4%,14%,-4%,3%,-10%,0%,0%
O=C(Nc1ccc(N2CCOCC2)cc1)c1cc(F)c(F)cc1Cl,21%,-10%,15%,/,19%,8%,88%,6%,15%,-10%
O=C(Nc1ccc([N+](=O)[O-])cc1)C1(c2ccccc2)CCOCC1,-14%,8%,-4%,/,21%,-5%,-24%,-5%,1%,-1%
O=C(COC(=O)CCC(=O)c1ccc2c(c1)OCCO2)NCc1ccc2c(c1)OCO2,7%,-16%,10%,-5%,-12%,6%,-35%,5%,-1%,11µM*
Cc1ccnc(NC(=S)NC(=O)c2ccco2)c1,26%,?,?,-8%,4.5µM*,-19%,?,2µM*,2µM*,12µM*
NC(=O)[C@H]1CC2(CC(c3cccc(NC(=O)COc4ccc(Cl)cc4)c3)=NO2)CN1C(=O)[C@H]1CCC(=O)N1 (stereo not given in full),2%,3%,2%,-2%,-16%,-18%,4%,-8%,-1%,12µM*
Cc1cc(C)n(-c2nnc(C)n2/N=C/c2ccccc2OCc2ccccc2Cl)n1,-1%,-5%,3%,2%,19%,1%,11%,-3%,0%,3%
CCCC(=Nc1ccc(N)cc1)C1=C(O)C(C(=O)OC)C(C)(C)CC1=O (stereo not given),3%,-1%,13%,?,12%,4%,-27%,2%,-2%,3%
CC(=O)Nc1ccc(S(=O)(=O)N2CCN(Cc3csc(C)n3)CC2)cc1,-7%,-8%,-1%,0%,-11%,10%,-7%,-1%,-2%,-1%
O=C(CN(C(=O)c1csnn1)c1ccc2c(c1)OCCO2)NCc1ccccc1,10%,6%,9%,-27%,0%,-2%,47%,12%,11%,-4%
CCOC(=O)c1cnc(-n2nc(C)cc2C)nc1Nc1ccc2c(c1)OCO2,1%,-2%,-2%,-6%,-29%[10 µM],/,/,3%,1%,3%
CC(C)(C)c1cc(=O)n2c(C#N)c(C#N)nc2[nH]1,-10%,3%,1%,29%,19%,2%,-31%,-5%,1%,-4%
O=C(NCc1ccccc1)C(=O)c1cn(CC(=O)N2CCOCC2)c2ccccc12,-2%,-6%,4%,4%,3%,-2%,5%,-2%,-3%,-11%
Cc1cc(S(=O)(=O)Nc2ccc(C(=O)NCC(c3ccco3)N3CCCCC3)cc2)ccc1F (stereo not given),-6%,/,-1%,/,/,-1%,-1%,0%,2%,0%
O=c1[nH]nc2n1CCCCC2,-3%,0%,0%,0%,-6%,1%,-1%,12%,-5%,-1%
O/N=C/c1ccc(OCC(O)COc2ccc(/C=N/O)cc2)cc1,1%,-9%,-1%,6%,?,-1%,18%,2%,1%,15µM*
CCOc1cc2[nH]c(=O)n(CCCCCC(=O)NC3CCCC3)c(=O)c2cc1OCC,2%,1%,-3%,0%,7%,-2%,-31%,-1%,0%,1%
COc1ccc(NC(=O)C2CCCN(S(=O)(=O)c3ccc(-n4cnnn4)cc3)C2)cc1 (stereo not given),2%,1%,?,-4%,-7%,3%,19%,1%,0%,2%
CC1CCN(C(=O)CSc2nnc3c(n2)[nH]c2ccc(F)cc23)CC1,3%,-1%,-10%,11%,-2%,4%,-21%,-15%,-4%,-1%
O=S(=O)(c1cccc(S(=O)(=O)N2CCC(Cc3ccccc3)CC2)c1)N1CCOCC1,-8%,6%,-3%,-4%,-15%,6%,-22%,3%,-4%,-3%
CCC(C(=O)NCc1cccnc1)n1nc(C)c2sc3ccccc3c2c1=O (stereo not given),-6%,-10%,-4%,10%,6%,0%,-11%,3%,1%,0%
CCN(C(=O)Cc1ccc(Br)cc1)C1CCCCC1,/,9%,/,-14%,12%,-1%,-23%,/,/,7%
Cc1noc(C(=O)Nc2ccc3c(c2)OCO3)c1Cl,?,-3%,?,-1%,26%,-19%,41%,4µM*,?,19µM*
COc1ccc(-c2cc(C(F)(F)F)nc(SCCC(=O)N3CCOCC3)n2)cc1,0%,11%,-12%,0%,2%,8%,12%,-3%,-1%,4%
Cc1ccc(NC2CCCN(C(=O)c3cc(C(C)C)[nH]n3)C2)cc1C (stereo not given),-8%,4%,2%,0%,26%,13%,-20%,2%,-6%,6%
Cc1cc(NC(=O)CSc2nnc(-c3ccncc3)n2-c2ccccc2)no1,-1%,-3%,-12%,-3%,2%,0%,-6%,-5%,-7%,-1%
Cc1ccc(NS(=O)(=O)c2ccc(C(=O)N3CC(C)CC(C)C3)cc2)cc1 (stereo not given),-3%,/,-1%,/,/,6%,-66%,-6%,-6%,-6%
N#Cc1c(/N=C/N2CCCC2)oc(-c2ccccc2)c1-c1ccccc1,12%,7%,?,0%,10%,13%,-11%,-4%,2%,2%
O=C(Cn1ncc2c(=O)oc3ccccc3c21)NCc1cccnc1,-2%,-2%,0%,-11%,-2%,-7%,15%,-7%,-9%,5%
O=C(O)c1ccc(COc2cccc(CO)c2)cc1,29%,3%,?,-6%,20%,-1%,89%,17%,10%,-5%
COC(=O)c1cc(NC(=O)Cc2cccs2)cc(C(=O)OC)c1,3%,-3%,-6%,-9%,26%,17%,-6%,2%,-3%,-11%
Cc1noc(C)c1S(=O)(=O)Nc1cccc(CO)c1,-2%,-5%,1%,-1%,-9%,6%,-3%,4%,0%,-2%
O=C(NCCc1ccncc1)Nc1ccc(Cl)c(Cl)c1,-7%,-5%,-2%,-5%,32%,6%,4%,0%,0%,-15%
CCOC(=O)CC1=CSC2=NS(=O)(=O)CCN12,6%,4%,-6%,3%,-6%,0%,-1%,-7%,-1%,1%
Cc1ccc(S(=O)(=O)NCc2ccc(C(=O)N3CCN(c4ccccc4)CC3)cc2)cc1,8%,-2%,-1%[9.26 µM],-2%,18%,-3%,-26%,-1%,-1%,6%
CC(C)(C)NC(=O)NC(=O)CSc1ncc(C(F)(F)F)cc1Cl,0%,1%,0%,1%,?,/,-21%,1%,1%,2%
CCc1cccc(NC(=O)CCSCCC(=O)Nc2cccc(CC)c2)c1,-7%,4%,0%,0%,-28%,-2%,0%,2%,-2%,-18%
CN(C)/C=N/S(=O)(=O)c1ccc(Cl)c(Cl)c1,-1%,3%,2%,-5%,4%,-4%,3%,-1%,0%,-2%
CC(CCCC(C)(C)O)NC(=O)c1ccc(OC2CCN(C(=O)C3CC3)CC2)cc1 (stereo not given),1%,2%,-4%,2%,15%,-1%,-2%,-4%,-3%,-2%
O=C(Cn1c(SCC(=O)NC2CCCC2)nnc1-c1ccncc1)Nc1ccc2c(c1)OCO2,2%,2%,2%,-3%,-2%[10 µM],0%,-21%,-5%,-3%,1%

# Source: PubChem
